Screens as filed in PubChem BioAssay.
SMN2 splice up: SMN2 splice variant enhancement | Potency, µM (highest dose often 46.1 µM), inactives show at the top dose activity change, positive = activation, usual class: activators | HEK293 SMN2-luciferase splicing reporter, luminescence, 30-36 h | actives 2.8% (n = 210,000); further: % of control where 0% means no effect; nearly all actives have a fitted effect of over 55% in size
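qHTS luciferase splicing reporter: luminescence rises when SMN2 exon 7 is included in transfected HEK293 cells. Compound exposure lasted 30-36 h at 37C, with 4.5 mM final sodium butyrate as control, followed by a ONE-Glo read.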
Tau ThT inhib: inhibitors of human tau fibril formation, thioflavin T binding; P10636; recombinant tau K18 P301L, heparin-induced fibrillization, ThT fluorescence; Potency, µM (titrated, usually from 57.4 µM), inactives show at the top dose activity, negative = inhibition, most hits filed as inhibitors; actives 2.1% (n = 270,000); AID 1460; further: on the % scale 0 is the no-effect control and ±100 the full control effect; nearly all actives have a fitted effect of over 55% in size
Target sequence (P10636 561-689 P618L limits assumed): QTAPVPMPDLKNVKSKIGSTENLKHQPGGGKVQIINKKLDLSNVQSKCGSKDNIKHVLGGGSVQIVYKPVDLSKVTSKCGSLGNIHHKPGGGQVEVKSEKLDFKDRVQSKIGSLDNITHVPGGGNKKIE
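Tau K18 P301L fragment (15 uM unlabeled plus 0.24 uM Alexa 594-labeled) in 100 mM sodium acetate pH 7 with compound, fibrillization induced by 20 uM heparin for 6 hr at 37 C. Thioflavin T (30 uM) added, fluorescence read after 1 hr (ex 450, em 510 nm).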
Tau fluor counter: counter-screen for tau fibril formation inhibitors. AID 1463. actives 0.93% (n = 280,000). tau K18 P301L Alexa594 fluorescence, heparin fibrillization. Potency, µM (titrated, usually from 57.7 µM), for inactives: at the highest dose activity change, negative = decrease; further: on the % scale 0 is the no-effect control and ±100 the full control effect; nearly all actives have a fitted effect of over 55% in size
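Human K18 P301L tau (15 uM unlabeled plus 0.24 uM Alexa 594-labeled, final) in 100 mM sodium acetate pH 7 was mixed with compound and 20 uM heparin and incubated 6 hr at 37 C.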
HTT ATP protect: protects HTT-Q103 PC12 cells, measured by ATP; PC12 HTT-Q103 induced, cytoprotection, ATP luminescence, 40 h; Potency, µM (highest dose often 56.4 µM), for the others: cytoprotection (ATP increase), actives largely listed as activators; actives 0.14% (n = 230,000); AID 1471;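 further: % of control where 0% means no effect; nearly all actives have a fitted effect of over 45% in size; toxic huntingtin expression switched on by the ecdysone agonist tebufenozide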
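PC12 cells with ecdysone-inducible HTT exon 1 Q103-GFP, induced with 100 nM tebufenozide and co-treated with library compounds in a dose series (1536-well, 1500 cells/well). Cytoprotection read as ATP content by ATPlite luminescence.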
HTT aggregate: reduces HttQ103-GFP aggregates in PC12 cells; actives 1.1% (n = 220,000); Potency, µM (doses to about 46.1 µM), without a hit: at the top dose activity change, negative = inhibition, usual class: inhibitors; PC12 HttQ103-GFP aggregates, Acumen cytometry, 40 h; further: on the % scale 0 is the no-effect control and ±100 the full control effect; nearly all actives have a fitted effect of over 60% in size
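Compounds (qHTS titration) were added to PC12 cells expressing an ecdysone-driven HTT exon 1 Q103–GFP fusion after induction with 100 nM tebufenozide. Aggregate formation was measured as GFP objects in cell lysates.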
Tau fibril FP: blocks human tau fibril formation measured by polarization; K18 P301L tau heparin fibrillization, Alexa594 FP, 6 h; Potency, µM (top dose mostly 57.7 µM), without a hit: top-dose activity, negative = inhibition, most hits filed as inhibitors; actives 0.39% (n = 280,000); AID 1468; further: on the % scale 0 is the no-effect control and ±100 the full control effect; nearly all actives have a fitted effect of over 55% in size
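Heparin (20 uM) drove fibril formation of recombinant tau K18 P301L, 15 uM unlabeled with 0.24 uM Alexa 594 label, for 6 hr at 37 C in 100 mM sodium acetate pH 7. Fluorescence polarization (555/632 nm) read 1 hr after 30 uM ThT.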
ALDH1A1 block: inhibitors of human aldehyde dehydrogenase 1A1. Purified ALDH1A1, NADH fluorescence, propionaldehyde substrate. Potency, µM (series often up to 75.3 µM), inactives show at the top dose activity, negative = inhibition, usual class: inhibitors. actives 7.3% (n = 220,000); active means well fitted inhibition curve with a large enough effect, not every such curve was filed as active; inconclusive means small, poorly fitted or top-dose-only effect, or another doubt; inactive means no such curve, though single readings can be large or run the other way;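 further: plate controls were no enzyme wells and a reference inhibitor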
Target sequence (P00352 whole entry, looked up): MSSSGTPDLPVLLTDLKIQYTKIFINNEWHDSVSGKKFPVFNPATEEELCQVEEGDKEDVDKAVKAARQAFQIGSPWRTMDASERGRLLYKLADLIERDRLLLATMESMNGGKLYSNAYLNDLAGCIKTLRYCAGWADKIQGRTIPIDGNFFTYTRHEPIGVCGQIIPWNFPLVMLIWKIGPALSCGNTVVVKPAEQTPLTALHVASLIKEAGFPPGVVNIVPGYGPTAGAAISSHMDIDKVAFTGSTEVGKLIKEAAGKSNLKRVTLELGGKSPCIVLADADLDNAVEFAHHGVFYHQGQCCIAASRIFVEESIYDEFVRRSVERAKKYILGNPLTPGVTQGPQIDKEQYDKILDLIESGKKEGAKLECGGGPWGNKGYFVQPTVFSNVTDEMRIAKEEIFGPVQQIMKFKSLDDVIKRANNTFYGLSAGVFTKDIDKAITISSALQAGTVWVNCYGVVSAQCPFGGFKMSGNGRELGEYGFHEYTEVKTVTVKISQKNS
KDM4E inh: inhibitors of human JMJD2E histone demethylase | actives 1.6% (n = 230,000) | AID 2147 | Potency, µM (series often up to 57.1 µM), for the others: at the highest dose activity change, negative = inhibition, most hits filed as inhibitors | JMJD2E catalytic domain, FDH-coupled NADH fluorescence (FDH is formaldehyde dehydrogenase); active means well fitted inhibition curve with a large enough effect, not every such curve was filed as active; inconclusive means small, poorly fitted or top-dose-only effect, or another doubt; inactive means no such curve, though single readings can be large or run the other way;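 further: 0% = wells with enzyme and -100% = buffer wells without enzyme; nearly all actives have a fitted effect of over 50% in size; many of its hits are not listed in these tables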
Target sequence (B2RXH2 1-337 limits assumed): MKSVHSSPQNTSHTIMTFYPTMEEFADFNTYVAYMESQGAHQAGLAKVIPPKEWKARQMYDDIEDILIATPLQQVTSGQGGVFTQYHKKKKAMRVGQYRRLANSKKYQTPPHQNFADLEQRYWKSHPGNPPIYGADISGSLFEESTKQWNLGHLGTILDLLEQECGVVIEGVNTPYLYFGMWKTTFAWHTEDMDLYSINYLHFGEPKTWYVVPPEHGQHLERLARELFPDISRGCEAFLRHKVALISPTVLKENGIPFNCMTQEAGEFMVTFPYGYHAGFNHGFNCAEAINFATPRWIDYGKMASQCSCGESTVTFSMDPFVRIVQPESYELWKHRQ
The depositor's hits bear a star; ? = inconclusive; . = no result given; & = joins results of further samples; [ ] = dose if it differs, or a comment. Unless noted, the call rests on the fitted dose curve; in most records, active means well fitted curve in the direction sought with a large enough effect; inconclusive means small, poorly fitted or top-dose-only effect, or another doubt; inactive means no such curve, though single readings can be large; an effect the other way counts as inactive or inconclusive. Potency means the concentration at half of the fitted maximal effect. An excerpt. The share of hits here may be higher or lower than overall.

SMILES	SMN2 splice up	Tau ThT inhib	Tau fluor counter	HTT ATP protect	HTT aggregate	Tau fibril FP	ALDH1A1 block	KDM4E inh
O=C(Nc1cnc2sc3c(n2c1=O)CCCC3)c1ccc(F)cc1	-23%	-17%	-14%	-14%	5%	-5%	?	?
CCSc1nnc(NC(=O)c2ccc(S(=O)(=O)N(C)C)cc2)s1	?	1%	3%	.	8%	-2%	-12%	202%
COc1nccnc1NS(=O)(=O)c1ccc(N/C=C2\CCCCC2=O)cc1	1%	?	-7%	-31%[inhibitor]	24%	-10%	?	-21%
CCn1c(SC(C)C(=O)O)nc2sc3c(c2c1=O)CCC3 (stereo not given)	1%	-17%	-18%	2%[10 µM]	6%	-12%	-5%	-10%
CCOc1cccc(C2C(C#N)=C(N)Oc3cc(C)[nH]c(=O)c32)c1OCC (stereo not given)	.	-3%	0%	-14%[10 µM]	-7%[9.22 µM]	3%	.	-7%
Cc1nn(C)c(Oc2cccc(Cl)c2)c1C(=O)Nc1ccc(F)cc1	-12%	-3%	-3%	-19%	1%	-4%	-1%	2%
Cc1csc(SC(C)C(=O)Nc2ccc(Cl)cn2)n1 (stereo not given)	-4%	-6%	-8%	3%	12%	-2%	8%	12%
Cn1c(=O)c2c(nc(Br)n2Cc2nnc(N)s2)n(C)c1=O	.	-11%	-6%	20%[10 µM]	12%[9.22 µM]	0%	.	-3%
O=C(O)Cn1ncn(-c2ccc(OC(F)(F)F)cc2)c1=O	6%	-4%	-1%	8%[10 µM]	1%	3%	7%	4%
O=C(COc1ccccc1[N+](=O)[O-])N(Cc1ccccc1)c1ccccn1	-13%	2%	-7%	.	16%	4%	8%	?
CC(C)CN(CC(C)C)S(=O)(=O)c1cc([N+](=O)[O-])ccc1N1CCCCCC1	-24%	-6%	-23%	11%	-25%	1%	-2%	-2%
CC(=O)/C(C#N)=C1\NC(=O)C(Cc2cc(Cl)ccc2Cl)S1 (stereo not given)	.	.	5%	-35%[10 µM]	5%[9.22 µM]	4%	.	-7%
COc1ccc(S(=O)(=O)Cc2ccc(C(=O)NCCc3cc(OC)ccc3OC)o2)cc1	.	-22%	-24%	-19%	-10%	-2%	-6%	2%
Cc1cn([C@H]2C=C[C@@H](CO)O2)c(=O)[nH]c1=O	-10%&-6%&-3%&7%	-7%&0%&-1%&-19%	2%&-4%&3%&-14%	-27%&1%&-10%	5%&-9%	4%&4%&2%&1%	0%&7%&9%&8%	6%&5%&6%
S=C(Nc1ccc2c(c1)OCCO2)Nc1ccc2c(c1)OCO2	?	?	-28%	.	-9%	-7%	22µM*	-10%
CC(=O)OCc1c(F)c(F)c(-n2nc(C)cc2C)c(F)c1F	-14%	1%	-2%	3%	1%	-3%	5%	6%
COc1ccc2nc3oc(C(=O)NCc4cccs4)cc3cc2c1	4%	-6%	-2%	-2%	14%	-6%	?	?
O=C(CS(=O)(=O)c1cn(Cc2ccccc2Cl)c2ccccc12)N1CCOCC1	-7%	-2%	-1%	20%[10 µM]	-23%	2%	?	-15%
O=C(COc1ccc(Cl)cc1)N(Cc1ccccc1)c1nc(-c2ccccc2)cs1	-11%	-6%	-10%	-38%	11%	?	7%	6%
O=C(O)CN1C(=O)/C(=C/c2ccc(SCc3ccccc3)o2)SC1=S	15%	13µM*	-11%	-73%[inhibitor]	16%	-8%	3.5µM*	?
COc1ccc(S(=O)(=O)N2CCN(CC(=O)Nc3ccc(C)c(F)c3)CC2)cc1	-16%	-5%	-23%	14%[10 µM]	-24%	4%	10µM*	-12%
CC(C)c1ccccc1NC1=CC(=O)CC(C)(C)C1	2%	1%	7%	19%[10 µM]	-2%	8%	-1%	4%
COCCCn1c(SCC(=O)NCc2ccco2)nc2sc3c(c2c1=O)CCC3	.	?	-20%	-8%[10 µM]	-7%	-9%	-2%	2%
Cc1cccc(NC(=O)CSc2ncnc3c2oc2ccccc23)c1	-9%	-17%	?	-51%[inhibitor]	-5%	-10%	6%	-8%
CC(=O)SC1CC2=CC(=O)CC[C@@]2(C)C2CC[C@@]3(C)[C@@H](CC[C@@]34CCC(=O)O4)C12 (stereo not given in full)	-22%	-6%	-10%	-13%	.	-3%	3%	1%
CC1CCN(C(=S)Nc2cccc(S(=O)(=O)N(C)C)c2)CC1	-3%	-3%	-8%	-1%	-25%	-1%	?	1%
COc1ccc(S(=O)(=O)N(CC(=O)NCCC(C)C)c2ccccc2)cc1OC	.	-4%	1%	-66%[inhibitor]	-2%	1%	5%	2%
CC1=C(C(=O)OC2CCCCCC2)C(c2ccc(C)o2)C2=C(CCCC2=O)N1 (stereo not given)	-35%[inhibitor]	4%	-1%	22%[10 µM]	16%	-5%	?	6%
O=C(Nc1ccc(N2CCCC2)c(Cl)c1)c1cccs1	2.8µM*	?	16µM*[quencher]	-61%[inhibitor][10 µM]	1%[9.22 µM]	11%	?	1%
COc1ccccc1CNc1ccc([N+](=O)[O-])cc1C	.	?	?	-4%[10 µM]	9%[9.22 µM]	?	?	-10%
CCC(C)c1ccc(O)c(N)c1 (stereo not given)	-7%	-15%	-9%	28%	51%	-2%	25µM*	-17%
COC(=O)c1ccc(-n2cncn2)c([N+](=O)[O-])c1	8%	-8%	-9%	-16%	5%	0%	-1%	3%
COc1ccc(CCn2c(=O)c3cccnc3n(CC(=O)Nc3ccc(C)c(F)c3)c2=O)cc1OC	8%	5%	?	.	.	-14%	.	.
COc1ccc(C(=O)OCC(=O)NC(=O)NC2CCCC2)c(OC)c1	-21%	2%	7%	16%[10 µM]	4%	7%	3%	8%
CC(Oc1ccccc1)C(=O)Nc1ccc(C(N)=O)cc1 (stereo not given)	3%	2%	1%	1%	-9%	3%	-5%	2%
CC(C)(C)OC(=O)NCCCCCc1nnc(SCc2ccccc2F)o1	.	-11%	-2%	21%[10 µM]	11%[9.22 µM]	14%	-15%	-4%
O=C(COc1ccc2ccccc2c1Br)NNC(=O)Nc1ccccc1	14%	-10%	-15%	-32%	8%	?	-30%	6%
COc1ccc(CC(=O)Nc2ccc(S(=O)(=O)Nc3cc(C)on3)cc2)cc1OC	.	-17%	-13%	5%	6%	-14%	-1%	8%
Cc1ccc(CSc2oc(-c3ccco3)nc2S(=O)(=O)c2ccc(Br)cc2)cc1	-5%	-8%	?	.	.	?	.	.
CC1=C(C)C(OCCBr)N(c2cc(O)c(Cl)cc2F)C1=O (stereo not given)	.	-9%	-12%	8%[10 µM]	26%[9.22 µM]	-5%	.	-3%
CCN(CC)Cc1c(O)ccc2c(C)c(CC(=O)OC)c(=O)oc12	8%	0%	-10%	1%	-4%	-10%	?	?
COC(=O)N/N=C/c1ccc(OCCSc2ccc(Cl)cc2)c(OC)c1	6%	7%	10%	2%[10 µM]	-6%	1%	6%	-1%
Cc1ccc2cc(CCNC(=O)CC(C)(C)C)c(=O)[nH]c2c1C	-14%	2%	-3%	-11%	31%	-2%	4%	6%
CCC(=O)N1CCc2cc(S(=O)(=O)NC(C(=O)Nc3ccc(C(C)=O)cc3)C(C)C)ccc21 (stereo not given)	-16%	-4%	-13%	.	.	-10%	.	.
CC12CCC(C(=O)N(c3ccccn3)c3ccccn3)(OC1=O)C2(C)C (stereo not given)	13%	4%	-8%	8%	-4%	?	10%	3%
O=C(Nc1cccc2ccccc12)c1ccccc1	-2%[9.22 µM]	-10%	-15%	-8%&1%[10 µM]	-8%[9.22 µM]	-4%	9%[13.5 µM]	20%
Nc1ccc(NC(=O)NC2CCCCC2)cc1[N+](=O)[O-]	.	?	-22%	7%[10 µM]	5%[9.22 µM]	8%	7%	-2%

Reformatted in markdown: five of the compounds above.
| SMILES | SMN2 splice up | Tau ThT inhib | Tau fluor counter | HTT ATP protect | HTT aggregate | Tau fibril FP | ALDH1A1 block | KDM4E inh |
| --- | --- | --- | --- | --- | --- | --- | --- | --- |
| COC(=O)N/N=C/c1ccc(OCCSc2ccc(Cl)cc2)c(OC)c1 | 6% | 7% | 10% | 2%[10 µM] | -6% | 1% | 6% | -1% |
| Cc1ccc2cc(CCNC(=O)CC(C)(C)C)c(=O)[nH]c2c1C | -14% | 2% | -3% | -11% | 31% | -2% | 4% | 6% |
| CCC(=O)N1CCc2cc(S(=O)(=O)NC(C(=O)Nc3ccc(C(C)=O)cc3)C(C)C)ccc21 (stereo not given) | -16% | -4% | -13% | . | . | -10% | . | . |
| CC12CCC(C(=O)N(c3ccccn3)c3ccccn3)(OC1=O)C2(C)C (stereo not given) | 13% | 4% | -8% | 8% | -4% | ? | 10% | 3% |
| O=C(Nc1cccc2ccccc12)c1ccccc1 | -2%[9.22 µM] | -10% | -15% | -8%&1%[10 µM] | -8%[9.22 µM] | -4% | 9%[13.5 µM] | 20% |

By substructure, the compounds so far containing an NH in an aromatic ring.
SMILES	SMN2 splice up	Tau ThT inhib	Tau fluor counter	HTT ATP protect	HTT aggregate	Tau fibril FP	ALDH1A1 block	KDM4E inh
CCOc1cccc(C2C(C#N)=C(N)Oc3cc(C)[nH]c(=O)c32)c1OCC (stereo not given)	.	-3%	0%	-14%[10 µM]	-7%[9.22 µM]	3%	.	-7%
Cc1cn([C@H]2C=C[C@@H](CO)O2)c(=O)[nH]c1=O	-10%&-6%&-3%&7%	-7%&0%&-1%&-19%	2%&-4%&3%&-14%	-27%&1%&-10%	5%&-9%	4%&4%&2%&1%	0%&7%&9%&8%	6%&5%&6%
Cc1ccc2cc(CCNC(=O)CC(C)(C)C)c(=O)[nH]c2c1C	-14%	2%	-3%	-11%	31%	-2%	4%	6%
